High-throughput results from PubChem BioAssay.
Measles CPE – protection of cells from measles virus; Measles virus-infected cells, CPE protection, absorbance; protection (pct of control), % at 4 µM; hit rate 1.5% among 140,000; AID 841; in the data active = protection mostly above about 24%, no sharp cut-off; inactive = mostly below about 26%; note: some compounds called inactive have numbers as strong as hits
Phagocytosis inh – macrophage phagocytosis inhibition; AID 1029; hit rate 0.07% among 110,000; inhibition, % at 5 µM; J774A.1 macrophage IgG-bead phagocytosis, imaging;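 active = inhibition above the mean of the plate negative controls plus 5 SD, cut at about 13% in these data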;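 note: phagocytic index as fraction of beads internalized from green versus red external bead signal; plate controls were DMSO negative control for no effect and cytochalasin-D positive control for full effect; some results beyond the cut were filed as inactive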
Yeast life ext – yeast lifespan extension; AID 775; hit rate 0.68% among 130,000; inhibition of the nicotinamide effect, % at 10 µM; S. cerevisiae growth with nicotinamide, OD615; deaD strain in restrictive glucose medium;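 active = inhibition above a set limit, placed 3 SD over the median of all compounds, cut at about 26% in these data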;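 note: 0% = nicotinamide-treated wells and 100% = cells grown without nicotinamide; some compounds called inactive have numbers as strong as hits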
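Buffer or medium: CSMM-D glucose medium, restrictive; test system: modified budding yeast, DeaD strain; compound: single dose 10 µM compound, 0.25% DMSO; schedule: culture preincubation 4 h, compound exposure 48 h, both 30 °C; detection: optical density (absorbance) at 615 nm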
E-sel TNF inh – TNF alpha driven E-selectin expression inhibition | HUVEC TNFa-induced E-selectin immunofluorescence, high content | inhibition, % at 2 µM | hit rate 0.71% among 120,000 | AID 1246;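 active = inhibition above the batch mean plus 3 SD, and confirmed as a hit on visual image review, cut at about 43% in these data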;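 note: 0% = TNF-stimulated DMSO wells and 100% = unstimulated control wells; not every result past the cut was called active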
GALR2 blocker – GALR2 (human) receptor antagonism | hit rate 0.39% among 140,000 | inhibition, % at 4 µM | GALR2-expressing cells, antagonist mode; in the data active = inhibition above about 27%;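 note: cells stimulated with galanin 1-16 at roughly its EC80; 0% = agonist challenge control and 100% = basal control without agonist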
Target sequence (O43603 whole entry, looked up): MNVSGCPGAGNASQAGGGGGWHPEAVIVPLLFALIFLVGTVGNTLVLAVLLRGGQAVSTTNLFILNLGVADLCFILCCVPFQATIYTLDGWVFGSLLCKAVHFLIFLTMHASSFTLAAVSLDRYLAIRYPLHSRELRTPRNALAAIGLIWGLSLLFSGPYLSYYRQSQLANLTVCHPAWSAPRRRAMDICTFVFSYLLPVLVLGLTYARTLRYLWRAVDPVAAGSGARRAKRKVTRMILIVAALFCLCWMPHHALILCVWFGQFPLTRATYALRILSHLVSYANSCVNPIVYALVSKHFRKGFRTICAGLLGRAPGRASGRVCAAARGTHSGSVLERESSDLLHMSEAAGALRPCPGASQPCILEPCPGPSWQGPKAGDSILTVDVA
MRP-1 activ – activators of MRP-1; H69AR cells + doxorubicin, viability rescue, CellTiter-Glo; viability increase, % at 10 µM; hit rate 0.61% among 140,000;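 active = viability gain under doxorubicin at or above a set limit, the compound median plus 3 SD, cut at about 4.7% in these data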;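 note: MRP-1 overexpressing cells given doxorubicin 25 µM after compound pretreatment; 18-22 h compound pretreatment then 72 h with doxorubicin before readout; 0% = doxorubicin-only wells and 100% = vehicle-treated cells without doxorubicin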
PTEN del growth – suppresses growth of cells with PTEN deletion; HCT116 PTEN-null viability, CellTiter-Glo, 60 h; active compounds read low; viability, % at 10 µM; hit rate 1.2% among 140,000; AID 827;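 active = viability at or below a set limit, 4 SD under the median of all tested compounds, cut at about 3.7% in these data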;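 note: PTEN knockout HCT116 line with beta catenin targeted HCT116 as companion control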
NPY-Y2 antag – antagonists of human neuropeptide Y receptor Y2 | P49146 | NPY-Y2 expressing cells, antagonist mode | inhibition, % at 2.7 µM | hit rate 0.99% among 140,000; in the data active = inhibition above about 17%;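 note: 0% = vehicle with agonist challenge and 100% = reference antagonist with challenge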
Target sequence (P49146 whole entry, looked up): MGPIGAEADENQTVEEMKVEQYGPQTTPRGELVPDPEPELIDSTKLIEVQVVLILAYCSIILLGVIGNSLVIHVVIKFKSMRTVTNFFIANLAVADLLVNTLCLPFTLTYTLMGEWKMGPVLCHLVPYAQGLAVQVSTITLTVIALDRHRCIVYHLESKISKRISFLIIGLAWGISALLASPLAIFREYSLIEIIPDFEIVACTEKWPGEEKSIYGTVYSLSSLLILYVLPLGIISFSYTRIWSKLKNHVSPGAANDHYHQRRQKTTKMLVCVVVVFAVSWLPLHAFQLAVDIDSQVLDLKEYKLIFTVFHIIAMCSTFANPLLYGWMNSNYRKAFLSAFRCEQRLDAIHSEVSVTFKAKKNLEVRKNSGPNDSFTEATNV
HCT116 bCat-KO – beta-catenin-lacking colon tumor cell growth suppression; HCT116 beta-catenin knockout viability, CellTiter-Glo, 60 h; active compounds read low; viability, % at 10 µM; hit rate 1.5% among 140,000; AID 818;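 active = viability at or under a set limit, the compound median less 4 SD, cut at about 6% in these data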;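 note: 0% = Hyamine 1622 control at 20 µM and 100% = untreated cell control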
Yeast growth inh – reduces growth of yeast BB579 in restrictive medium | S. cerevisiae BB579 growth, OD615, 48 h | inhibition, % at 10 µM | hit rate 0.51% among 140,000 | AID 804;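 active = inhibition above a set limit, 3 SD over the mean compound inhibition, cut at about 44% in these data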; note: inactives centre near -24
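Test system: Saccharomyces cerevisiae DeaD strain BB579, replicative lifespan model yeast | Buffer or medium: Restrictive CSMM-D medium | Doses: One dose, 10 µM compound with 0.25% DMSO | Incubation: 48 h exposure, 30 °C | Detection: Culture absorbance at 615 nm | Control set: Amphotericin B at 10 µg/mL as positive control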
The depositor's hits bear a star; x = no result given.

#1 CC(C)C(=O)NS(=O)(=O)c1ccc(N)cc1
#2 CC1(C)CC(=O)C2=C(C1)Oc1ncn(Cc3ccco3)c(=N)c1C2c1ccccc1 (centres undefined)
#3 Cc1ccnc(NC(=O)COc2ccc3oc4c(c3c2)CCCC4)c1
#4 COC(=O)c1nn(-c2ccccc2)c2nnc(Cc3ccc(C)cc3)c(=O)n12
#5 COc1ccc(NS(=O)(=O)c2ccc(OCC(=O)N3CCOCC3)cc2)cc1
#6 Fc1cccc(Cn2cc(C(=S)N3CCCCC3)c3ccccc32)c1
#7 CCCn1c(SCC(=O)c2c[nH]c3ccccc23)nnc1-c1ccncc1
#8 Cc1nc(S(=O)(=O)c2ccc(Cl)cc2)c(NCc2ccccc2)o1

entry no.	1	2	3	4	5	6	7	8
Measles CPE	15	7	28	10	5	20	x	5
Phagocytosis inh	2	0	x	1	-1	0	-4	0
Yeast life ext	-7	-6	x	-1	1	-15	-4	-3
E-sel TNF inh	28	-8	1	x	-8	25	x	x
GALR2 blocker	4	-6	3	18	13	-2	16	-2
MRP-1 activ	-0.2	-1.0	5.2*	-0.7	-1.6	0.1	-2.2	-1.8
PTEN del growth	103	71	90	88	91	77	90	92
NPY-Y2 antag	-1	3	11	1	1	4	3	8
HCT116 bCat-KO	100	78	89	95	85	83	92	82
Yeast growth inh	-65	-24	-36	-19	-38	-34	-8	-13

#9 Cn1c(NCc2ccccc2)nc2c1c(=O)n(Cc1ccccc1)c(=O)n2C
#10 CCSc1nc2ccccc2n1Cc1ccccc1F
#11 COc1ccc(Cc2nnc(-c3ccc(F)cc3)o2)cc1OC
#12 O=C(Nc1cccc(C(F)(F)F)c1)NC1CCN(S(=O)(=O)c2ccc(F)cc2)CC1
#13 O=C1C2C3C=CC(C4CC34)C2C(=O)N1/N=C/c1ccc(-c2ccccc2[N+](=O)[O-])o1 (centres undefined)
#14 Cn1c(=O)c2c(SCC(=O)N3CCCc4ccccc43)nc(CC(C)(C)C)nc2n(C)c1=O
#15 COc1cccc(-c2nnc(SCC(=O)Nc3cc(C)on3)n2C)c1
#16 CCN(CC)S(=O)(=O)c1ccc(N2CCCC2)c(NS(=O)(=O)c2ccccc2)c1

entry no.	9	10	11	12	13	14	15	16
Measles CPE	10	16	6	9	5	5	9	6
Phagocytosis inh	-1	x	0	x	-3	x	-1	-3
Yeast life ext	-12	x	-12	-1	-3	-2	-4	-1
E-sel TNF inh	-12	16	x	16	10	x	-8	x
GALR2 blocker	-5	14	-5	-10	12	0	-6	5
MRP-1 activ	0.3	-1.7	0.2	-2.6	-3.6	-5.1	1.1	-1.0
PTEN del growth	79	70	87	90	96	4	100	88
NPY-Y2 antag	0	3	3	-2	-4	2	-2	3
HCT116 bCat-KO	83	74	92	86	90	4.8*	109	94
Yeast growth inh	-25	-38	1	-25	-44	-18	-8	-14

#17 Oc1ccc(Cl)cc1C(C#Cc1ccccc1)N1CCOCC1 (centres undefined)
#18 Cc1ccc(O)c(C(=O)c2cnn(C(=O)Cc3csc(C)n3)c2)c1
#19 Cc1nnc2c3ccccc3c(-c3cccc4ccccc34)nn12
#20 Cc1ccc(C)c(NC(=O)CSc2nnc(-c3ccncc3)n2N)c1
#21 Cc1ccc(/C=C/C(=O)Nc2ccc(N(C)C)cc2)o1
#22 Fc1ccc(NC(=S)N2N=CCC2c2ccccc2)cc1 (centres undefined)
#23 CCn1c(-c2cc(C3CC3)nc3ccccc23)n[nH]c1=S
#24 COC(=O)CCCC(=O)N1CCOCCN(C(=O)CCCC(=O)OC)CCOCC1

entry no.	17	18	19	20	21	22	23	24
Measles CPE	4	8	7	10	24	12	12	10
Phagocytosis inh	0	0	-5	0	-1	-1	-4	-1
Yeast life ext	-20	2	-19	24	-6	-19	1	-5
E-sel TNF inh	-35	3	x	x	9	-4	x	-6
GALR2 blocker	-7	2	-10	12	2	-13	-4	-6
MRP-1 activ	-6.2	-0.6	-3.5	-1.5	-0.1	0.5	-2.3	0.1
PTEN del growth	81	103	55	105	66	83	92	95
NPY-Y2 antag	4	2	7	2	0	-1	-2	3
HCT116 bCat-KO	88	114	54	103	82	87	90	91
Yeast growth inh	-54	19	-15	-62	-14	-9	-5	-31

A second format for 6 compounds above:
# | SMILES | Measles CPE | Phagocytosis inh | Yeast life ext | E-sel TNF inh | GALR2 blocker | MRP-1 activ | PTEN del growth | NPY-Y2 antag | HCT116 bCat-KO | Yeast growth inh
24 | COC(=O)CCCC(=O)N1CCOCCN(C(=O)CCCC(=O)OC)CCOCC1 | 10 | -1 | -5 | -6 | -6 | 0.1 | 95 | 3 | 91 | -31
17 | Oc1ccc(Cl)cc1C(C#Cc1ccccc1)N1CCOCC1 (centres undefined) | 4 | 0 | -20 | -35 | -7 | -6.2 | 81 | 4 | 88 | -54
21 | Cc1ccc(/C=C/C(=O)Nc2ccc(N(C)C)cc2)o1 | 24 | -1 | -6 | 9 | 2 | -0.1 | 66 | 0 | 82 | -14
22 | Fc1ccc(NC(=S)N2N=CCC2c2ccccc2)cc1 (centres undefined) | 12 | -1 | -19 | -4 | -13 | 0.5 | 83 | -1 | 87 | -9
20 | Cc1ccc(C)c(NC(=O)CSc2nnc(-c3ccncc3)n2N)c1 | 10 | 0 | 24 | x | 12 | -1.5 | 105 | 2 | 103 | -62
23 | CCn1c(-c2cc(C3CC3)nc3ccccc23)n[nH]c1=S | 12 | -4 | 1 | x | -4 | -2.3 | 92 | -2 | 90 | -5

Next part:
#25 COc1ccc(-c2cc(C(=O)NCc3ccco3)no2)cc1OC
#26 COc1ccccc1NC(=O)CC1C(=O)NCCN1C(=O)Nc1ccccc1 (centres undefined)
#27 CC1=C(C#N)C(=O)NC(C)(C)C1
#28 CCOc1cc2c(cc1OCC)C(c1ccccc1OC)OC(=O)C2 (centres undefined)
#29 O=C(COC(=O)c1cccc(S(=O)(=O)N2CCOCC2)c1)Nc1ncc(C(F)(F)F)cc1Cl
#30 O=C(NCCCN1CCCCCC1)c1ccc2c(c1)NC(=O)C(N1CCOCC1)S2 (centres undefined)
#31 O=C(c1ccc2c(c1)OCO2)n1nnc2ccccc21
#32 O=C(NCCCCCNC(=O)c1cccnc1)c1cccnc1

entry no.	25	26	27	28	29	30	31	32
Measles CPE	3	14	8	6	13	9	3	20
Phagocytosis inh	0	-2	0	-4	-1	-3	2	-2
Yeast life ext	-10	52	-12	1	-15	-27	24	-12
E-sel TNF inh	1	-3	-2	2	20	x	x	-6
GALR2 blocker	-3	-8	-10	-6	-6	3	-22	-5
MRP-1 activ	-0.7	-0.3	-0.3	-2.1	-1.1	-0.9	-0.4	-2.2
PTEN del growth	112	96	92	97	97	94	95	96
NPY-Y2 antag	5	1	3	1	3	2	4	-1
HCT116 bCat-KO	112	99	104	96	92	99	88	97
Yeast growth inh	-15	-58	-9	-50	-28	-2	-30	-11

#33 COc1cccc(-n2nnc3c(=O)n(CC(=O)N4CCCc5ccccc54)cnc32)c1
#34 COCCN(CCOC)C(=O)c1cc2sc3ccccc3c2s1
#35 C/C(=C\c1ccccc1)CN1CCN(c2cccc(Cl)c2)CC1
#36 O=C(O)c1ccc(CSc2nnc(COc3ccc(Cl)cc3Cl)o2)cc1
#37 Nc1c(S(=O)(=O)c2cc(Cl)ccc2Cl)c2nc3ccccc3nc2n1CCN1CCOCC1
#38 CCOC(=O)c1sc(=S)n(-c2ccc(Cl)cc2)c1C
#39 Nn1c(SCC(=O)N2CCCc3ccccc32)nnc1-c1ccccc1
#40 CN(C)C(CNC(=O)c1cccc(S(=O)(=O)N2CC3(C)CC2CC(C)(C)C3)c1)c1ccco1 (centres undefined)

entry no.	33	34	35	36	37	38	39	40
Measles CPE	20	6	5	14	4	24	6	6
Phagocytosis inh	-5	-4	x	0	4	x	-3	-1
Yeast life ext	-3	-24	-18	0	-9	x	-10	-14
E-sel TNF inh	x	18	11	x	3	-7	15	-18
GALR2 blocker	-6	-1	6	x	5	-8	-4	4
MRP-1 activ	-0.7	-3.5	-0.4	1.3	-2.5	0.8	-1.8	-2.2
PTEN del growth	89	83	85	105	52	89	97	73
NPY-Y2 antag	2	4	2	x	-2	2	4	2
HCT116 bCat-KO	96	78	87	91	59	90	103	71
Yeast growth inh	-18	3	-43	-15	-43	-17	12	-29

#41 O=P(O)(COc1ccccc1)COc1ccccc1
#42 Cc1ccc(C(C[N+](=O)[O-])c2c(-c3ccccc3O)[nH][nH]c2=O)cc1 (centres undefined)
#43 COc1ccccc1N(CC(O)COc1ccccc1C)S(=O)(=O)c1ccccc1 (centres undefined)
#44 COc1ccc(-n2c(C)cc(C(=O)CN3C(=O)NC4(CCCc5sccc54)C3=O)c2C)cc1 (centres undefined)
#45 CCN(CC)C(=O)CCCOc1ccc(Cl)cc1Cl
#46 Cc1cc(C(=O)Nc2sc(C)c(C)c2C#N)no1
#47 COc1cccc(C(=O)N(CN2CCCC2=O)c2cccc(Cl)c2)c1OC
#48 CCc1cccc(OCCN2CCCC2)c1

entry no.	41	42	43	44	45	46	47	48
Measles CPE	5	3	16	13	12	25	6	6
Phagocytosis inh	x	2	-2	3	3	1	x	0
Yeast life ext	-19	11	11	1	-15	-8	-6	7
E-sel TNF inh	-8	x	-4	x	x	-11	x	-9
GALR2 blocker	1	14	-12	14	1	11	-12	7
MRP-1 activ	-2.2	-5.2	-0.8	2.5	0.6	-1.3	-1.8	0.0
PTEN del growth	100	3.6*	67	56	53	103	97	95
NPY-Y2 antag	7	-2	13	8	2	2	2	0
HCT116 bCat-KO	90	3.5*	69	52	21	89	95	96
Yeast growth inh	-5	24	-70	0	-51	-16	-4	-46

#49 Cc1ccc(S(=O)(=O)N(CC(=O)N2CCCCCC2)c2ccccc2)cc1
#50 CC(C)(Oc1ccc(Cl)cc1)C(=O)NCCN1C(=O)S/C(=C/c2cccnc2)C1=O
#51 C=CCn1c(NC(C)c2cc(Cl)ccc2O)nc2ccccc21 (centres undefined)
#52 N#C/C(=C\Nc1ccccc1SC(F)(F)F)c1nc(-c2ccc(Cl)cc2)cs1
#53 CC1CC(C)CN(C(=O)c2cccc(S(=O)(=O)Nc3cc(C(F)(F)F)ccc3Cl)c2)C1 (centres undefined)
#54 O=C(NC(=S)NCC1CCCO1)c1ccccc1 (centres undefined)
#55 Cc1cc2ccccc2c(=O)n1CC(=O)N1CCN(c2cccc(Cl)c2)CC1
#56 O=S(=O)(NC1CCCC1)c1ccc(S(=O)(=O)N(Cc2cccs2)CC2CCCO2)cc1 (centres undefined)

entry no.	49	50	51	52	53	54	55	56
Measles CPE	6	9	20	13	7	17	9	3
Phagocytosis inh	0	-3	1	-7	-5	-6	0	0
Yeast life ext	3	16	-2	1	32*	-7	0	-8
E-sel TNF inh	3	-8	x	-18	10	3	-6	6
GALR2 blocker	0	-1	2	1	5	3	5	4
MRP-1 activ	-0.3	-3.5	-2.8	-1.6	-2.3	-2.7	-0.2	-3.8
PTEN del growth	105	53	65	43	92	101	94	82
NPY-Y2 antag	3	1	-1	3	2	1	3	1
HCT116 bCat-KO	92	60	65	47	86	104	88	96
Yeast growth inh	-31	-47	7	-30	-22	-32	-39	-50
